LDHA inh = inhibitors of human lactate dehydrogenase A; 0.15% of 480,000 active; P00338; AID 1347041; purified LDHA, NADH/diaphorase-resazurin fluorescence; hits give low values; activity change, % (values are at about 110 or 230 µM); in the data active means activity change below about -30%; inconclusive means mostly about -25% to -30%;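 further: plate controls were DMSO wells for no effect and wells without enzyme for full effect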
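Remaining NADH was detected by diaphorase (0.133 mg/mL) converting 37 µM resazurin to fluorescent resorufin, read at 0 and 20 minutes. The preceding 5-minute room-temperature reaction used 2 nM LDHA, 0.2 mM sodium pyruvate and 0.06 mM NADH at pH 7.4.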
D2 ag = D2 dopamine receptor (human) agonism | 0.53% of 340,000 active | activation, % at 2 µM | AID 485358 | P14416 | HEK293 T-REx D2 cells, calcium flux agonist mode;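 active means activation over 3 SD above normal in the single-dose calcium agonist read, cut at about 30% in these data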; further: 0% is about no effect
Target sequence (P14416 whole entry, looked up): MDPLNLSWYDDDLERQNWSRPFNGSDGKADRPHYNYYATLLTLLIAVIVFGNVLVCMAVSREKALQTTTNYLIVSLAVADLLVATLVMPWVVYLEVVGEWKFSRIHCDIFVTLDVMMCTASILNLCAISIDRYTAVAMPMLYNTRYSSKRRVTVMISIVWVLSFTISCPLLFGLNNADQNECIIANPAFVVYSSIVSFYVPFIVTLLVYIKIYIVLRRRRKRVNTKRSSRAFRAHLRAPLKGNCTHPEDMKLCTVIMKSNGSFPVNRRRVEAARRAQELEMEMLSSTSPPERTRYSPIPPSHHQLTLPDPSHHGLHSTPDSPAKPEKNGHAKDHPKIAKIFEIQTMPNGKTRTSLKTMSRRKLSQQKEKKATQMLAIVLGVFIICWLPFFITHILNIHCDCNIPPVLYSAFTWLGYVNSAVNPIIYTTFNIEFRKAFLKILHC
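Agonism scored from kinetic calcium signal (1 read/sec, 180 s) following compound pin transfer, after a 10 s baseline. Cells: HEK293 Trex line expressing inducible D2 receptor coupled to calcium, dye-loaded after overnight culture at 30 C.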
ERG Ets-DNA blk = ERG Ets/DNA interaction inhibition; P11308; fluorescence polarization, His-ERG Ets domain / labelled DNA; Potency, µM (doses to about 76.9 µM), for the others: top-dose FP activity, negative = inhibition, hits mostly inhibitors; 0.028% of 370,000 active; AID 624246; active means well fitted inhibition curve with a large enough effect in the polarisation, with a control signal flat; inconclusive means small, poorly fitted or top-dose-only effect, or effect the other way, or a change in a side signal; inactive means no such curve, though single readings can be large or run the other way; the % refers to the polarisation;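 further: polarization taken with two DNA probes labelled with fluorescein and Texas red; potency means the concentration at half of the fitted maximal effect; % of control where 0% means no effect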
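His-tagged ERG Ets domain (1 uM in the protein solution; 300mM KCl, 50mM Tris-HCl, 1mM EDTA, 1mM DTT, pH 7.5) received compound, then a probe mix of 5 nM fluorescein-DNA and 100nM Texas-615-DNA. Fluorescence polarization was read for both dyes.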
RGS4 inhibitor = human RGS4 inhibition. Transcreener GDP fluorescence polarization, RGS4-accelerated GTP hydrolysis. AID 504845. 0.039% of 390,000 active. P49798. Potency, µM (series often up to 114 µM), inactives show at the top dose activity change, negative = inhibition, actives largely listed as inhibitors; further: potency means the concentration at half of the fitted maximal effect; on the % scale 0 is the no-effect control and ±100 the full control effect; nearly all actives have a fitted effect of over 75% in size; some results filed as inactive show a strong effect at the top dose
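MLSMR compounds (23 nl, pin-transferred) preincubated 10 min at room temperature with a 500nM (2x) first reagent, then RGS4 at 900nM (2x) plus Transcreener GDP mix added; fluorescence polarization (620/688 nm) read before and after 90 min at 30 °C.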
12-LOX inh = inhibitors of human 12S-lipoxygenase ALOX12; P18054; purified 12hLO, xylenol orange hydroperoxide absorbance; Potency, µM (doses to about 108 µM), for inactives: at the top dose activity change, negative = inhibition, usual class: inhibitors; 1.1% of 580,000 active; further: potency means the concentration at half of the fitted maximal effect; on the % scale 0 is the no-effect control and ±100 the full control effect
Target sequence (P18054 whole entry, looked up): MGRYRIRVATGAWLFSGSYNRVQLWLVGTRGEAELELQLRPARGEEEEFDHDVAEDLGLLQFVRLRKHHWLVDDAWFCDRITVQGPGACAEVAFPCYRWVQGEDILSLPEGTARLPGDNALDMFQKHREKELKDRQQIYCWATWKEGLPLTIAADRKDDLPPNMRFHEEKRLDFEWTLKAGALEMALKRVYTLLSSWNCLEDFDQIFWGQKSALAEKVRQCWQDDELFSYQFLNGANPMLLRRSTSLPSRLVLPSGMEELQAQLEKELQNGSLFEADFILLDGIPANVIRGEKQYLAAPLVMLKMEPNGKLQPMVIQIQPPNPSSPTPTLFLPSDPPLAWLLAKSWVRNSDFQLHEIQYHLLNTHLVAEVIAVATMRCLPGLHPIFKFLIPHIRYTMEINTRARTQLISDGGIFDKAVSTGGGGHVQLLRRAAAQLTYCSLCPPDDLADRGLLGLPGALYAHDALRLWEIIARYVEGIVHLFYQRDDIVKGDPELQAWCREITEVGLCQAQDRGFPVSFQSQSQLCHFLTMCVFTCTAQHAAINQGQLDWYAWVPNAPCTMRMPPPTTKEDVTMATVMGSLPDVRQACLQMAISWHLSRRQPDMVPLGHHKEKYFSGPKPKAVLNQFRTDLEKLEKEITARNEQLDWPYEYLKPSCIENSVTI
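Purified human 12hLO (150 nM final) in 25 mM Hepes, 0.01% Triton X-100, pH 7.0 was preincubated 15 min at room temperature with compound. Then 40 uM arachidonic acid was added, 30 min. Hydroperoxide was read by Fe-XO absorbance ratio 573/405 nm.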
Vif-APOBEC3G blk = Vif-A3G binding inhibition; Q9HC16; AID 602310; HeLa A3G-eYFP + Vif (tagged APOBEC3G with the HIV-1 protein that degrades it), YFP fluorescence, overnight; 0.076% of 410,000 active; Potency, µM (titrated, usually from 46.1 µM), for the others: top-dose activity, negative = active, most hits filed as inhibitors;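 further: potency means the concentration at half of the fitted maximal effect; on the % scale 0 is the no-effect control and ±100 the full control effect; nearly all actives have a fitted effect of over 60% in size; hits raise eYFP signal because A3G escapes Vif-driven loss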
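Read-out is eYFP fluorescence (Ex 488/Em 500-530) from Vif-expressing HeLa A3G-eYFP cells; more signal means A3G escaped Vif-mediated degradation. Cells plated overnight, compound pinned in, incubated overnight at 37 deg C.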
D2 antag = antagonists of human D2 dopamine receptor. 2% of 340,000 active. inhibition, % at 10 µM. AID 485344. HEK293 TREx D2 cells, calcium flux, dopamine EC80; in the data active means inhibition above about 30%; further: 0% is about no effect
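Compounds are added to dye-loaded, induced HEK293 T-REx cells coupled to calcium release via D2; after a 3 min kinetic read an EC80 dopamine stimulus is given and fluorescence is recorded for 3 more min.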
GRP78 ERSR act = ER stress response induction in glioma | Potency, µM, for the others: at the highest dose activation, usual class: activators | 0.02% of 420,000 active | AID 602332 | U87-MG GRP78 promoter luciferase reporter, 16 h; further: potency means the concentration at half of the fitted maximal effect; series mostly up to about 76 µM; % of control where 0% means no effect; nearly all actives have a fitted effect of over 35% in size
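ERSR induction read as luciferase luminescence (Bright-Glo, 10 min at room temperature) in stably transfected human U87-MG glioma cells exposed to compounds for 16 h, using GRP78 as sensor.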
Vif-APOBEC3F blk = inhibitors of Vif-A3F interaction; HeLa A3F-eYFP + Vif (tagged APOBEC3F with the HIV-1 protein that degrades it), YFP fluorescence increase; Potency, µM (series often up to 46.1 µM), without a hit: at the top dose activity, negative = active; 0.2% of 390,000 active; AID 602313; further: potency means the concentration at half of the fitted maximal effect; % of control where 0% means no effect; nearly all actives have a fitted effect of over 65% in size
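HeLa cells stably expressing A3F-eYFP plus Vif, plated and incubated overnight at 37 deg C, then exposed to compounds overnight at 37 deg C. Blocked degradation read as raised yellow fluorescence (Ex 488/Em 500-530).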
Numbers without * were called inactive; ? = inconclusive; . = no result given; [ ] = another dose, or the depositor's remark. Unless noted, the call rests on the fitted dose curve; in most records, active means well fitted curve in the direction sought with a large enough effect; inconclusive means small, poorly fitted or top-dose-only effect, or another doubt; inactive means no such curve, though single readings can be large; an effect the other way counts as inactive or inconclusive. A portion of the library. The share of hits here may be higher or lower than overall.

Molecule | LDHA inh | D2 ag | ERG Ets-DNA blk | RGS4 inhibitor | 12-LOX inh | Vif-APOBEC3G blk | D2 antag | GRP78 ERSR act | Vif-APOBEC3F blk
O=C(NN1CCCCC1)c1ccccc1 | -14 | . | 5% | -22% | 17% | 2% | . | -2% | 1%
O=C(Nc1nnc2n1CCS2)c1cc(C(F)(F)F)cc(C(F)(F)F)c1 | -3 | . | -1% | -2% | 0% | 0% | . | -3% | -10%
Cc1c(C(c2cccs2)c2c(C)n(C)n(-c3ccccc3)c2=O)c(=O)n(-c2ccccc2)n1C | -3 | 0.9 | 8% | -3% | 130%[activator] | -1% | 10 | -4% | -4%
CC(=O)N1CC(C)Oc2ccc(S(=O)(=O)Nc3ccc(Cl)cn3)cc21 (stereo not drawn) | -5 | 1.1 | -1% | 17% | 3% | -2% | -14 | 1% | -5%
O=C(c1ccccc1)c1cc([N+](=O)[O-])ccc1N1CCOCC1 | -8 | -0.5 | -17% | 16% | -14% | ? | 2 | -7% | -23%
CC(C)(C#N)NC(=O)C1CCCN1S(=O)(=O)c1ccc2ccccc2c1 (stereo not drawn) | -3 | 0.4 | -3% | -18% | 45%[activator] | ? | 15 | -4% | -5%
Fc1cccc(Cl)c1/C=N/n1c(-c2cccnc2)n[nH]c1=S | -3 | -0.4 | -9% | -34%[11.4 µM] | ? | 3% | -1 | -4% | 2%
Cc1oc(C(C)(C)C)cc1C(=O)Nc1ccc(C(=O)O)cc1 | 4 | 1.0 | 0% | -9% | 13% | 0% | -1 | 7% | -4%
COc1ccc(-c2c(C)nn3c(N)c(-c4ccccc4)cnc23)cc1OC | -3 | 0.5 | -2% | 1% | 25% | -19% | 1 | 3% | 0%
Cc1sc2ccccc2c1CNC[C@H]1O[C@@H](n2ccc(=O)[nH]c2=O)[C@H](O)[C@@H]1O | -9 | . | . | . | 0% | -4% | . | -5% | .
CCOC(=O)CCc1c(C)nc(SCc2ccc(C(=O)O)cc2)c(C#N)c1C | -11 | -1.3 | -9% | 43% | -24% | -1% | -5 | -5% | -1%
COc1ccc([N+](=O)[O-])cc1NC(=O)C1CCCCC1C(=O)O (stereo not drawn) | -3 | 1.6 | -12% | 15% | 9% | 2% | -2 | 1% | 3%
O=C(O)/C(=C\c1cccc([N+](=O)[O-])c1)c1ccc(S(=O)(=O)N2CCCCC2)s1 | -1 | -1.8 | -14% | -26% | ? | 0% | -5 | -2% | -4%
CCCSCCCNC(=O)C1CCN(c2nn3cc(-c4ccc(F)cc4)nc3s2)CC1 | -15 | -1.1 | -5% | -1% | -11% | 2% | . | -1% | 0%
O=C(COc1ccc(Cl)cc1)N/N=C/c1cccc2cccnc12 | -3 | . | -5% | 1% | 2% | -14% | . | -4% | -21%
O=C(O)c1ccccc1C(=O)NCc1cccnc1 | -2 | -0.4 | 1% | 38% | 0% | 2% | 2 | 0% | -3%
CC1=NN(c2ccc(C)cc2)C(=O)/C1=C/c1ccc(-c2cc([N+](=O)[O-])ccc2O)o1 | 1 | -0.9 | 2% | -33% | 20µM* | -4% | -20 | -1% | -1%
Cc1cccc(NC(=O)CNC(=O)COC(=O)c2ccco2)c1C | -8 | 0.8 | 6% | -4% | -3% | -10% | 5 | -4% | 2%
O=C(c1ccc(CS(=O)(=O)c2ccccc2)o1)N1CCOCC1 | -2 | . | -3% | 7% | -21% | 5% | . | -1% | 5%
Cc1cc(NC(=O)CN2C(=O)NC3(CCC(C)CC3)C2=O)no1 (stereo not drawn) | -9 | 0.5 | 3% | 1% | 9% | 0% | 3 | -5% | -18%
CC[C@]12c3[nH]c4cc(CCC(=O)N(C)C)ccc4c3CCN1C(=O)[C@@H](CC(=O)NCc1ccco1)C[C@@H]2C(=O)N1CCN(C(=O)c2ccco2)CC1 | 3 | . | 6% | -8% | 0% | 4% | . | -1% | 5%
O=C1Nc2ccccc2/C1=C/c1cccnc1 | -20 | 0.3 | -4% | 24%[11.4 µM] | -16% | 1% | 8 | -4% | -3%
Cc1ccccc1Cn1nc(C)c(NC(=O)c2noc3c2CCCC3)c1C | -5 | 0.8 | -2% | 11% | -7% | 1% | -19 | -5% | -4%
CCOC(=O)c1ccc(C(=O)OCC)nc1 | 5 | 1.2 | -3% | 22% | 0% | 1% | 18 | 1% | 0%
CCCSc1nc2c(c(=O)[nH]c(=O)n2C)n1Cc1ccccc1 | -2 | -1.9 | -4% | 2% | -17% | -2% | -10 | -4% | -5%
CC(C)NC(=O)c1cc2c(-c3ccc(Cl)cc3)nn(C)c2s1 | 1 | 0.2 | -11% | -11% | 12% | 1% | -1 | -3% | -12%
Cc1cc(C)c2c(c1)/C(=N/Nc1ccc(S(N)(=O)=O)cc1[N+](=O)[O-])CCC2 | 3 | 0.4 | 13% | 17% | 58%[activator] | 6% | -4 | -2% | 1%
O=C(CSc1nnc(Cc2ccccc2)o1)N1CCCc2ccccc21 | -4 | 0.1 | . | -18% | ? | 2% | 6 | -3% | -5%
CSc1ccccc1NS(=O)(=O)c1cccc2nonc12 | -14 | -0.1 | 3% | 6% | ? | 0% | 1 | -2% | 0%
Cc1ccc(S(=O)(=O)c2cn(C)c3cc(N4CCCCC4)c(F)cc3c2=O)cc1 | -4 | 1.2 | 4% | 9% | 4% | 0% | . | -1% | 0%
COc1ccccc1-c1nc(S(=O)(=O)c2ccccc2)c(N2CCOCC2)o1 | -4 | -0.4 | 2% | -40% | -13% | 1% | -1 | -4% | 0%
COc1ccc(CCNC(=O)CSc2nnc3ccc(-c4ccccn4)nn23)cc1 | -2 | -0.2 | 4% | -3% | 2% | -7% | -5 | -1% | -1%
Cc1cccc(CN2C(=O)[C@H]3Cc4c([nH]c5ccccc45)C(C)(C)N3C2=O)c1 | 0 | . | . | -15% | ? | -8% | . | -6% | 4%
FC(F)(F)c1cnc(Sc2nc3nccc(-c4ccc(Cl)cc4)n3n2)c(Cl)c1 | -3 | -1.4 | -2% | -41% | -11% | 1% | -4 | 11% | -3%
Brc1ccc(-c2cn3cc(Cc4ccccc4)sc3n2)cc1 | -15 | -0.2 | 6% | -6% | ? | -5% | . | 1% | -4%
COc1ccc(-c2nnc(SCC(=O)NC3CCCCC3)o2)cc1 | 1 | 0.4 | -3% | -1% | -5% | 7% | 5 | 0% | -6%
CCOC(=O)c1cc(C#N)c(N2CCN(c3ccccn3)CC2)nc1-c1ccccc1 | -1 | . | -5% | 9% | 22% | -8% | . | -1% | -4%
O=C(CN(c1ccccc1F)S(=O)(=O)c1ccccc1)NC1CCCCCC1 | 1 | -1.6 | -1% | -9% | -6% | 0% | 0 | 0% | -2%
COc1ccc(NC(=O)c2cc(OC)c(OC)c(OC)c2)cc1S(=O)(=O)N1CCCCC1 | -6 | . | -4% | -24% | -7% | -8% | . | -2% | 12%
CC(C)(C)c1nnc(NC(=O)CCS(=O)(=O)Cc2ccccc2)s1 | -3 | 1.1 | -13% | -11% | -8% | -25% | -9 | -14% | 1%
CC1=C(C(N)=O)C(c2ccc(F)cc2)n2nc(-c3ccc(N(C)C)cc3)nc2N1 (stereo not drawn) | -5 | 0.2 | -2% | -2% | 16% | -1% | . | -2% | 3%
O=C(N/N=C/c1ccc(O)cc1)c1cncc(Br)c1 | -3 | -1.6 | 4% | -1% | 9% | -2% | -11 | 3% | 12%
FC(F)(F)c1cccc(N2CCN(C3CC4CCC3C4)CC2)c1 (stereo not drawn) | 3 | 0.8 | 15% | -13% | ? | -9% | 1 | -1% | 2%
O=C(Nc1ccc2c(c1)OCCO2)c1cc(-c2ccccc2)nc2ccccc12 | -16 | 0.6 | -5% | 14% | 0% | -7% | 1 | -1% | 2%
Nc1cccc(-n2nncc2-c2ccccc2)c1 | -4 | -0.3 | 2% | -6%[56.9 µM] | -7% | -1% | -3 | -3% | -1%
CCn1cc(SCC(=O)N2CCc3ccccc32)c2ccccc21 | 3 | -0.1 | 9% | -40% | ? | 0% | 25 | 1% | 2%
CCOC(=O)c1c(NC(=O)c2ccc(S(=O)(=O)N3CCCC(C)C3)cc2)sc2c1CCN(C(C)C)C2 (stereo not drawn) | 0 | . | -6% | -49% | -19% | ? | . | -8% | ?
CN1CCN(C(=O)c2cc(COc3ccccc3)on2)[C@@H](c2ccccc2)C1 | -2 | 0.5 | -16% | -25% | 20% | 1% | 0 | -1% | -7%
Cc1nc2ncnn2c(C)c1Cc1c(Cl)cccc1Cl | -6 | . | -4% | -28% | -5% | 2% | . | -5% | 1%
CC(NS(=O)(=O)c1ccc(Cl)c(Cl)c1)C(=O)OCC(=O)Nc1ccc2c(c1)OCO2 (stereo not drawn) | 0 | 0.6 | 12% | -6% | 8% | -6% | 2 | -2% | -13%
O=S(=O)(c1ccc2nc(Nc3ccc(Br)cc3F)ccc2c1)N1CCCCC1 | -8 | 1.1 | 1% | 11% | -28% | 3% | . | -2% | -3%
Cc1cc(C)cc(C(=O)NC(CC(N)=O)c2ccc(N3CCC(Br)CC3)c([N+](=O)[O-])c2)c1 (stereo not drawn) | -1 | 0.4 | 5% | -22% | -27% | 4% | -12 | -4% | -2%
CNC(=O)CSc1nnc(-c2ccccn2)n1Cc1ccco1 | -2 | 0.3 | 6% | -13% | 10% | 0% | -21 | 0% | 0%
Cc1cc(Br)ccc1NC(=O)CNC(=O)CNc1cccc([N+](=O)[O-])c1 | 0 | -0.1 | -4% | -7% | 192%[activator] | -1% | 31* | -1% | ?
CCCCC/C(=N\NC(=O)CCC(=O)NCc1ccccc1)c1ccccc1 | -2 | -5.4 | 4% | 23% | 19% | ? | 2 | -1% | 2%

Compound activity: PubChem BioAssay, National Center for Advancing Translational Sciences (NCATS)
